High-throughput results from PubChem BioAssay.
ALOX15B inhib: qHTS Assay for Inhibitors of 15-hLO-2 (15-human lipoxygenase 2). Potency, µM (doses to about 57.1 µM), inactives show at the highest dose activity change, negative = inhibition, actives largely listed as inhibitors. AID 881, 2007. 110,000 tested, 0.56% active. Polyunsaturated fatty acid lipoxygenase ALOX15B (Homo sapiens), O15296. purified 15hLO-2, xylenol orange hydroperoxide absorbance; note: potency is the fitted concentration of half-maximal effect; nearly all actives have a fitted effect of over 60% in size; many of its hits are not listed in these tables
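Purified human 15hLO-2 (50 nM final) preincubated with compounds 15 min at room temperature in 25 mM Hepes pH 7.5, 0.01% Triton X-100, then 45 uM arachidonic acid added for 90 min; hydroperoxide detected via ferrous/xylenol orange, 573/405 nm absorbance ratio.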
IMPase inh: qHTS Assay for Identifying the Cell-Membrane Permeable IMPase Inhibitors | CHO-M1 cells, IP1 accumulation, HTRF TR-FRET ratio | inhibition (IP1 accumulation), % at 46.1 µM | 120,000 tested, under 10 active | AID 901, 2007; active = well fitted curve in the direction sought with a large enough effect in the signal ratio, not every such curve was filed as active; inconclusive = small, poorly fitted or top-dose-only effect, or a change in a side signal; inactive = no such curve, though single readings can be large or run the other way; the % refers to the signal ratio;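 note: cells stimulated with carbachol in lithium chloride buffer; plate controls were DMSO basal wells for no effect and reference inhibitor wells for full effect; higher means more IMPase inhibition seen as more IP1 and lower FRET ratio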
Target sequence (P97697 whole entry, looked up): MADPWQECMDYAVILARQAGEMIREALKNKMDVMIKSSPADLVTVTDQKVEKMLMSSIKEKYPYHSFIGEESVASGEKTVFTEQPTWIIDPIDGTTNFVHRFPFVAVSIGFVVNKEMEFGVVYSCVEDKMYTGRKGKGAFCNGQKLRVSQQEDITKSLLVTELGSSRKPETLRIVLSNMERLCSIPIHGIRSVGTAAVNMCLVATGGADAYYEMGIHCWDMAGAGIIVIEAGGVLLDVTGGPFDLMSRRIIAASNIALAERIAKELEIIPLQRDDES
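The IP-One HTRF competitive assay in carbachol-stimulated CHO-M1 cells quantifies cellular IP1. Compounds spanned up to 46 uM final, and activity is expressed as AC50 from concentration-response fits of the ratio and donor data.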
PNC assembly inh: High Content Assay for Compounds that inhibit the Assembly of the Perinucleolar Compartment; PC3M PTB-GFP, PNC prevalence imaging, 16 h; stronger effect = lower value; activity change (PNC), negative = inhibition, % at 10 µM; 140,000 tested, 3.1% active;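 active = readout at or below -70, meaning at least 70% loss of cells showing the perinucleolar compartment, a nuclear body marking cancer cells; inconclusive = readout between -30 and a set limit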;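 note: plate controls were DMSO wells for no effect and camptothecin positive control wells for full effect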
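PC3M cells stably expressing PTB-GFP, 750–1000 cells/well, treated 16 h at 37 °C with compound (23 nl of library stock), in duplicate. After paraformaldehyde fixation and Hoechst stain, imaged at 20x; PNC prevalence scored by image analysis.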
ALOX12 inhib: qHTS Assay for Inhibitors of 12-hLO (12-human lipoxygenase); Potency, µM (top dose mostly 57.1 µM), for inactives: at the highest dose activity change, negative = inhibition, most hits filed as inhibitors; Polyunsaturated fatty acid lipoxygenase ALOX12 (Homo sapiens), P18054; AID 1452, 2008; 150,000 tested, 0.12% active; purified 12-hLO, xylenol orange hydroperoxide absorbance; note: potency is the fitted concentration of half-maximal effect; nearly all actives have a fitted effect of over 55% in size; many of its hits are not listed in these tables
Target sequence (P18054 whole entry, looked up): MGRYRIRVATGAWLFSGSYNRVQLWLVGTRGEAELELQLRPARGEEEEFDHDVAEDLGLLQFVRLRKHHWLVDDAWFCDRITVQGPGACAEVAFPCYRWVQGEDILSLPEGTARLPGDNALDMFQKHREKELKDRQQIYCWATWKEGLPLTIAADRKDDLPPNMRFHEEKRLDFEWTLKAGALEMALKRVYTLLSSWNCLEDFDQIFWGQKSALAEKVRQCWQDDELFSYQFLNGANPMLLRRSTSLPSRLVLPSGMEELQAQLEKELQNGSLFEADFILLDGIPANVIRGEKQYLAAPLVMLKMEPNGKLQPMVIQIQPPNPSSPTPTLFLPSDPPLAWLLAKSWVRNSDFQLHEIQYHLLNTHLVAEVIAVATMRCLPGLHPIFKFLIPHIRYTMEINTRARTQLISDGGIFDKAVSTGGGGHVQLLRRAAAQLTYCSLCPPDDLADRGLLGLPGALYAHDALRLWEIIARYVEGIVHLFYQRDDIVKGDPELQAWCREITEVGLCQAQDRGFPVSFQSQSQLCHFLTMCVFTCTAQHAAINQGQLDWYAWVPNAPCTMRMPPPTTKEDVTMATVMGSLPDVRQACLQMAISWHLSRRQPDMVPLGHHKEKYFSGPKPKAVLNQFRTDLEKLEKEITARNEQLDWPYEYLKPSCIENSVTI
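Lipoxygenase turnover measured by absorbance at 573 and 405 nm after Fe-XO development. Human 12hLO 150 nM, arachidonate 40 uM, pH 7.0 Hepes buffer with detergent; 15 min compound preincubation, 30 min reaction.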
* hit, by the source's call; ? = inconclusive; nt = no result given; [ ] = another dose, or the depositor's remark. Unless noted, calls come from the whole dose curve; as a rule, active = well fitted curve in the direction sought with a large enough effect; inconclusive = small, poorly fitted or top-dose-only effect, or another doubt; inactive = no such curve, though single readings can be large; an effect the other way counts as inactive or inconclusive. Unless noted, % is set by controls: 0 for no effect and ±100 for the full control effect.

The opening 17 records, to show the layout:
1	Cc1ccc(S(=O)(=O)n2c([N+](=O)[O-])cnc2C)c(C)c1C
2	COc1cccc(OC)c1OCCCOc1ccc(C)cc1Br
3	COC(=O)C1(C)C=CCN1C(=O)c1ccccc1 (stereo not given)
4	Cc1ccc(S(=O)(=O)NC2CCC(C(=O)O)CC2)cc1 (stereo not given)
5	COc1cccc(-c2nc3ccccc3s2)c1
6	CCOC(=O)c1c(C)[nH]c(C)c1C(=O)CSc1nnc(-c2ccco2)n1Cc1ccccc1
7	COc1ccc(CNC(=O)C2CCCN2S(=O)(=O)c2ccc(S(=O)(=O)N(C)C)cc2)cc1 (stereo not given)
8	Nc1n[nH]c2c1C1(CCCCC1)Cc1ccccc1-2

assay / compound	1	2	3	4	5	6	7	8
ALOX15B inhib	nt	nt	-5.5%	12.5%	8.3%	-9.1%	-13.3%	42.3%[activator]
IMPase inh	nt	nt	nt	3.5	-7.4	17.0	8.4	8.5
PNC assembly inh	37.8	79.9	nt	-102.8*	6.4	34.1	25.8	-25.6
ALOX12 inhib	-1.2%	-5.9%	-0.7%	3.2%	0.2%	-2.9%	4.0%	-0.8%

9	CS(=O)(=O)N1CCC(C(=O)Nc2ccc(F)cc2F)CC1
10	Cc1cccc(NCN2C(=O)c3ccncc3C2=O)n1
11	CCOC(=O)Cn1c(S(=O)(=O)Cc2ccc(F)cc2)nc(-c2ccccc2)c1-c1ccccc1
12	CCN(C(=O)COc1cc(=O)n(CC)c2ccccc12)c1cccc(Cl)c1
13	COc1cc(NC(=O)CCC(=O)O)nc(OC)n1
14	Cc1c(C)n(C(=O)CSc2ncn[nH]2)c2ccccc12
15	Cc1ccc(S(=O)(=O)N2CCN(CC(=O)N/N=C\C(Cl)=C\c3ccccc3)CC2)cc1
16	COC(=O)c1cccc(NC(=O)COC(=O)CSc2nc(C)cc(C)n2)c1

assay / compound	9	10	11	12	13	14	15	16
ALOX15B inhib	nt	nt	-9.8%	4.8%	-1.7%	33.3%[activator]	nt	8.3%
IMPase inh	-3.3	2.0	2.6	13.1	-2.7	-9.7	nt	4.6
PNC assembly inh	?	-22.6	-2.6	6.1	-29.2	?	?	-0.5
ALOX12 inhib	-1.9%	4.8%	0.4%	-7.0%	0.0%	-4.7%	4.2%	0.1%

17	CCN(CC)c1ccc2cc(-c3nc4ccccc4[nH]3)c(=O)oc2c1

assay / compound	17
ALOX15B inhib	-4.9%
IMPase inh	-1.6
PNC assembly inh	-104.1*
ALOX12 inhib	2.1%

The list itself, from the first entry:
1	Cc1ccc(S(=O)(=O)n2c([N+](=O)[O-])cnc2C)c(C)c1C
2	COc1cccc(OC)c1OCCCOc1ccc(C)cc1Br
3	COC(=O)C1(C)C=CCN1C(=O)c1ccccc1 (stereo not given)
4	Cc1ccc(S(=O)(=O)NC2CCC(C(=O)O)CC2)cc1 (stereo not given)
5	COc1cccc(-c2nc3ccccc3s2)c1
6	CCOC(=O)c1c(C)[nH]c(C)c1C(=O)CSc1nnc(-c2ccco2)n1Cc1ccccc1

assay / compound	1	2	3	4	5	6
ALOX15B inhib	nt	nt	-5.5%	12.5%	8.3%	-9.1%
IMPase inh	nt	nt	nt	3.5	-7.4	17.0
PNC assembly inh	37.8	79.9	nt	-102.8*	6.4	34.1
ALOX12 inhib	-1.2%	-5.9%	-0.7%	3.2%	0.2%	-2.9%

7	COc1ccc(CNC(=O)C2CCCN2S(=O)(=O)c2ccc(S(=O)(=O)N(C)C)cc2)cc1 (stereo not given)
8	Nc1n[nH]c2c1C1(CCCCC1)Cc1ccccc1-2
9	CS(=O)(=O)N1CCC(C(=O)Nc2ccc(F)cc2F)CC1
10	Cc1cccc(NCN2C(=O)c3ccncc3C2=O)n1
11	CCOC(=O)Cn1c(S(=O)(=O)Cc2ccc(F)cc2)nc(-c2ccccc2)c1-c1ccccc1
12	CCN(C(=O)COc1cc(=O)n(CC)c2ccccc12)c1cccc(Cl)c1

assay / compound	7	8	9	10	11	12
ALOX15B inhib	-13.3%	42.3%[activator]	nt	nt	-9.8%	4.8%
IMPase inh	8.4	8.5	-3.3	2.0	2.6	13.1
PNC assembly inh	25.8	-25.6	?	-22.6	-2.6	6.1
ALOX12 inhib	4.0%	-0.8%	-1.9%	4.8%	0.4%	-7.0%

13	COc1cc(NC(=O)CCC(=O)O)nc(OC)n1
14	Cc1c(C)n(C(=O)CSc2ncn[nH]2)c2ccccc12
15	Cc1ccc(S(=O)(=O)N2CCN(CC(=O)N/N=C\C(Cl)=C\c3ccccc3)CC2)cc1
16	COC(=O)c1cccc(NC(=O)COC(=O)CSc2nc(C)cc(C)n2)c1
17	CCN(CC)c1ccc2cc(-c3nc4ccccc4[nH]3)c(=O)oc2c1
18	CSc1nc2ccc(NS(=O)(=O)c3c(Cl)cccc3Cl)cc2s1

assay / compound	13	14	15	16	17	18
ALOX15B inhib	-1.7%	33.3%[activator]	nt	8.3%	-4.9%	nt
IMPase inh	-2.7	-9.7	nt	4.6	-1.6	nt
PNC assembly inh	-29.2	?	?	-0.5	-104.1*	-3.8
ALOX12 inhib	0.0%	-4.7%	4.2%	0.1%	2.1%	-6.1%

19	CCOc1ccc(CCNC(=O)COC(=O)c2cccnc2OCC)cc1OCC
20	COc1cc(OC)c2c(-c3cccc(-c4ccc(OC)c(F)c4)c3)cc(=O)oc2c1
21	COC(=O)CSc1nc(N)c2c3c(sc2n1)C(c1ccccc1)SC(c1ccccc1)C3 (stereo not given)
22	O=C(CCCOc1ccccc1)Nc1ccc(S(=O)(=O)N2CCOCC2)cc1
23	Cc1nc2ncnn2c(C)c1CCC(=O)N1CCN(C(=O)c2ccco2)CC1
24	CC1CCc2c(sc3nc(CN4CCOCC4)nc(N4CCc5ccccc5C4)c23)C1 (stereo not given)

assay / compound	19	20	21	22	23	24
ALOX15B inhib	7.1%	-4.7%[0.0915 µM]	nt	-3.3%	-1.7%	nt
IMPase inh	2.4	nt	nt	4.4	-0.2	4.1
PNC assembly inh	2.0	nt	-8.7	14.1	18.2	7.8
ALOX12 inhib	-1.6%	-1.5%[0.00818 µM]	-9.5%	-2.7%	-2.6%	-2.6%

25	Cc1ccc(C2(C)NC(=O)N(CC(=O)NCc3cccs3)C2=O)cc1 (stereo not given)
26	C[C@]1(c2ccccc2)O[C@@H]2C[C@@H]3[C@@H]4CCC5=CC(=O)C=C[C@@]5(C)[C@]4(F)[C@H](O)C[C@]3(C)[C@@]2(C(=O)CO)O1
27	CSc1nnc(-c2ccccc2)n1N
28	Cc1cccc2cc(C#N)c(N3CCCC3)nc12
29	CCn1c(SC)nnc1-c1nnc(SC)n1CC
30	CCCCn1c(SCC(=O)Nc2cccc(C)n2)nnc1-c1ccco1

assay / compound	25	26	27	28	29	30
ALOX15B inhib	nt	-1.4%[11.4 µM]	-2.7%	-1.4%	-2.3%	-7.0%
IMPase inh	nt	nt	-1.2	-2.9	3.3	14.3
PNC assembly inh	-108.4*	nt	?	-8.6	-3.2	-24.7
ALOX12 inhib	-10.1%	0.6%[11.4 µM]	-3.1%	-14.4%	3.1%	-2.2%

31	Cc1sc2c(=O)n3c(nc2c1C(=O)NCCCN1CCOCC1)CCCCC3
32	Cc1ccc(-c2csc3ncn(-n4c(C)ccc4C)c(=O)c23)o1
33	O=C1CC(N2CCN(Cc3ccccc3)CC2)C(=O)N1c1ccccc1 (stereo not given)
34	COc1ccc(Cl)cc1N1Cc2ccccc2C1
35	COc1cccc(-c2cc(C(=O)Nc3cc(C)n(Cc4ccc(Cl)cc4)n3)no2)c1
36	O=c1c2ccccc2[nH]c(=S)n1CCC1=CCCCC1

assay / compound	31	32	33	34	35	36
ALOX15B inhib	-4.1%	-2.3%	1.2%	-26.8%	19.5%	nt
IMPase inh	7.6	9.6	12.8	0.6	8.5	nt
PNC assembly inh	67.7	?	13.9	?	?	6.3
ALOX12 inhib	1.8%	-29.3%	3.8%	-10.5%	2.7%	1.8%

37	CC(C)C[C@@H]1NC(=O)[C@H](C(C)C)NC(=O)c2cc([N+](=O)[O-])cc(I)c2OCC[C@@H](C(N)=O)NC1=O
38	CCCCc1ccc(NC(=S)N2CCCC(CO)C2)cc1 (stereo not given)
39	COc1cc(NC(=O)CN2C(=O)NC(C)(CCC(C)C)C2=O)cc(OC)c1 (stereo not given)
40	CCNc1nc(NCC)n2c(SCC(=O)N3CC4(C)CC3CC(C)(C)C4)nnc2n1 (stereo not given)
41	CC(C(=O)O)c1ccc(-c2ccccc2)c(F)c1 (stereo not given)
42	Cc1cccc(N=C2NN=C(c3ccc4c(c3)OCCO4)CS2)c1

assay / compound	37	38	39	40	41	42
ALOX15B inhib	nt	nt	10.3%	nt	nt	-28.5%
IMPase inh	nt	9.2	14.9	3.8	nt	-16.7
PNC assembly inh	3.6	?	28.0	?	13.2	?
ALOX12 inhib	-4.1%	-5.2%	-2.8%	0.0%	-0.5%	-17.2%

Reformatted: entries from further up
Order of values: ALOX15B inhib | IMPase inh | PNC assembly inh | ALOX12 inhib
33) O=C1CC(N2CCN(Cc3ccccc3)CC2)C(=O)N1c1ccccc1 (stereo not given)
→ 1.2% | 12.8 | 13.9 | 3.8%
26) C[C@]1(c2ccccc2)O[C@@H]2C[C@@H]3[C@@H]4CCC5=CC(=O)C=C[C@@]5(C)[C@]4(F)[C@H](O)C[C@]3(C)[C@@]2(C(=O)CO)O1
→ -1.4%[11.4 µM] | nt | nt | 0.6%[11.4 µM]

Continued:
43	Cc1onc(-c2ccccc2)c1C(=O)N/N=C/c1cc2c(cc1Br)OCO2
44	CC(NC(=O)COC(=O)CC(c1ccccc1)c1ccccc1)c1ccccc1 (stereo not given)
45	CC1(C)CC(=O)C=C(Nc2ccc3c(c2)OCCO3)C1
46	Cc1cc2nc3c(nc2cc1C)C1(C(=O)N(C)C)CCC3(C)C1(C)C (stereo not given)
47	O=C(COc1ccc(Cl)cc1)NCCSCc1cccc(Cl)c1
48	Cc1nc(NC(=O)/C=C/c2ccccc2)sc1C(=O)Nc1cccc(Cl)c1
49	Cc1cc(OCC(=O)Nc2ccc(N3CCCC3)cc2)cc(C)c1Cl

assay / compound	43	44	45	46	47	48	49
ALOX15B inhib	nt	nt	-1.7%	1.9%	-4.1%	nt	13.3%
IMPase inh	nt	nt	5.0	-2.5	4.5	nt	13.1
PNC assembly inh	23.2	32.2	30.4	20.7	-0.4	14.5	15.8
ALOX12 inhib	3.2%	-1.1%	-1.8%	2.5%	?	0.0%	-15.8%

Some of the compounds tested, so the mix of outcomes need not match the whole.
